Compound activity: PubChem BioAssay, Vanderbilt High Throughput Screening Facility
GluA2 TARP mod: modulators of AMPA receptor GluA2-stargazin complexes; O88602+P19491; HEK293 GluA2+stargazin, membrane potential dye (FDSS), glutamate EC50; hits were called plate by plate, in both directions; calls only at 30 µM; 40,000 tested, 3.5% active;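 active = any of four per-well response measures lying three or more SD from its plate-wide compound average, in either direction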
Target sequence (O88602 whole entry, looked up): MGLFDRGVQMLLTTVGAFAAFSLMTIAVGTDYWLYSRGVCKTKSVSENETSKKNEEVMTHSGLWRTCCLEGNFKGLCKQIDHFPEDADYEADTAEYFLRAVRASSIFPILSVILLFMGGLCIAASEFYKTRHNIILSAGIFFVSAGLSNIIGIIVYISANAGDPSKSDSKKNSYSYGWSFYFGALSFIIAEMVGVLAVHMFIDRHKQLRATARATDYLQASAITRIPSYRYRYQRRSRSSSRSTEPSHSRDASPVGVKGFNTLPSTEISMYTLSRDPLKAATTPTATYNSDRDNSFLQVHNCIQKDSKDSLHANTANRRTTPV
Target sequence (P19491 whole entry, looked up): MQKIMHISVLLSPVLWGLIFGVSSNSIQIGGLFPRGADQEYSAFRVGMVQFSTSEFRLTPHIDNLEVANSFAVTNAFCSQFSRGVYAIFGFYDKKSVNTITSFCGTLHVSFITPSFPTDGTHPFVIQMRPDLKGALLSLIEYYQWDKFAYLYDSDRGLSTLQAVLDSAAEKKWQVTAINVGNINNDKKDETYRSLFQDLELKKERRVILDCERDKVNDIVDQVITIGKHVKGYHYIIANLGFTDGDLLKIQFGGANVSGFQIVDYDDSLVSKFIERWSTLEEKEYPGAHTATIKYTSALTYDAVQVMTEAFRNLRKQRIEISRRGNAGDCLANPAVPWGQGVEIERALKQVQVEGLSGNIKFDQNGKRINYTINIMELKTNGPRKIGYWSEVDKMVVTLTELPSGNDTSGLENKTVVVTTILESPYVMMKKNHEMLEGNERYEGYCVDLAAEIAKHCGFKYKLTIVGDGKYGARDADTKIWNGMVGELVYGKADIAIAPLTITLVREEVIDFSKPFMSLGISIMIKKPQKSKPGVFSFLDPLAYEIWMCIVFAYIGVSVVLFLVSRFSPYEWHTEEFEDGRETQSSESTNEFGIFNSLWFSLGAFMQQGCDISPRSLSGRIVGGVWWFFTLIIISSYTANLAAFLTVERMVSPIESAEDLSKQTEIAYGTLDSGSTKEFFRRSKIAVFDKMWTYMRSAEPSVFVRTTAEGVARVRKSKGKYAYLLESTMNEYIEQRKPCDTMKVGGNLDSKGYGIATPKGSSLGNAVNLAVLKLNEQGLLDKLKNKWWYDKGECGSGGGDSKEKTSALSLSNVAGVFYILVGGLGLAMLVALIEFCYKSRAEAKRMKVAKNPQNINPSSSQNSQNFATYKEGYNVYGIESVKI
GluA2 TARP mod agonism max-min: recorded beside GluA2 TARP mod, whose call it bears; compound max-min signal; compound-alone response (agonism);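 unitless range of fluorescence divided by baseline over first 100 seconds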
GluA2 TARP mod glutamate slope: second read-out of GluA2 TARP mod, no call of its own (marks repeat the call); glutamate slope, % of max; measured here: glutamate response slope, % max;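 scaled per plate between vehicle wells and maximal 1 mM glutamate control wells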
An asterisk follows results filed as active; i = inactive. Only part of the results is shown (hit frequency here may not be typical).

SMILES	GluA2 TARP mod	GluA2 TARP mod agonism max-min	GluA2 TARP mod glutamate slope
COc1ccc(NC(=O)c2ccccc2NS(=O)(=O)c2ccccc2)c([N+](=O)[O-])c1	i	0.086	54
COc1ccc(-c2ccc(=O)n(CCNS(=O)(=O)c3cc(C)ccc3OC)n2)cc1	i	0.041	-4
COc1ccc(OC)c(-c2ccc(=O)n(CC(=O)NC3CCCCC3)n2)c1	i	0.092	78
COc1ccc(Cl)cc1S(=O)(=O)NCc1ccccn1	i	0.1	66
COc1cccc(C(=O)Nc2ccc3c(c2)CCCN3C(=O)C(C)C)c1	i	0.11	58
CCCn1cnc(-c2ccccc2)cc1=O	i	0.13	52
O=C(CSCc1c(Cl)cccc1Cl)NCc1cccnc1	i	0.065	1
O=S(=O)(c1ccc(F)c(Cl)c1)N(CCc1ccccc1)Cc1ccccn1	i	0.11	37
O=C(NCCCN1CCOC(c2ccccc2)C1)c1cccc(C(F)(F)F)c1 (configuration not stated)	i	0.055	53
O=C(Nc1nc(-c2ccncc2)cs1)C1CCCCN1S(=O)(=O)c1cccs1 (configuration not stated)	i	0.037	78
COc1cccc(CCNC(=O)C(=O)Nc2c(C(N)=O)oc3ccccc23)c1	i	0.09	57
O=C(Nc1ccc2c(c1)N(C(=O)C1CCCC1)CC2)c1ccc(C(F)(F)F)cc1	i	0.092	51
O=C(C1c2ccccc2Oc2ccccc21)N1CCC(Cn2cccn2)CC1	i	0.044	80
O=C1OC2CC1N(C(=O)C1(c3cccs3)CCCC1)C2 (configuration not stated)	i	0.15	55
Cc1cc(C)c(S(=O)(=O)N2CCN(C(=O)CC(C)n3nc(C)nc3C)CC2)c(C)c1 (configuration not stated)	i	0.097	58
COc1ccc(C)cc1-n1c(-c2ccccc2)cn2c3c(=O)n(CC(C)=O)c(=O)n(C)c3nc12	i	0.11	57
CS(=O)(=O)N1CCC(C(=O)Nc2ccc3cn[nH]c3c2)CC1	i	0.075	60
O=C(Nc1ccc(C(F)(F)F)cc1)c1ccc(=O)n(Cc2c(F)cccc2Cl)c1	i	0.087	52
CC(C)C(=O)Nc1ccc(C(=O)NCCNC(=O)c2ccco2)cc1	i	0.082	49
O=C(NCC1CCN(S(=O)(=O)C2CC2)CC1)Oc1ccccc1	i	0.055	38
Cc1ccc(C)c(S(=O)(=O)N2CCCCC2CCNC(=O)C(=O)NC2CCCCCC2)c1 (configuration not stated)	i	0.085	61
Cc1nnsc1C(=O)N1CCC(CNC(=O)NCc2ccc(F)cc2)CC1	i	0.05	32
CN1CCN(C(=O)C(=O)Nc2c3c(nn2-c2cccc(Cl)c2)CSC3)CC1	i	0.037	46
COc1ccc(-c2ccc(=O)n(CCCNC(=O)Nc3ccccc3OC)n2)cc1	i	0.096	57
CCNc1nc(NCC)nc(Nc2ccc(C)c(C)c2)n1	i	0.048	75
SMILES	GluA2 TARP mod	GluA2 TARP mod agonism max-min	GluA2 TARP mod glutamate slope
CN(C1CCCC1)S(=O)(=O)c1ccc(C(=O)Nc2nc(-c3cc([N+](=O)[O-])cs3)cs2)cc1	i	0.1	36
CC(=O)N1CC(C(=O)Nc2cccc(Cl)c2Cl)C1	i	0.095	56
COc1ccc(Cl)c2sc(NC(=O)NC(C)C)nc12	i	0.21	50
CCOc1ccc(Cc2nnc(Nc3cc(C)ccc3OC)[nH]c2=O)cc1	i	0.068	47
O=C(NCC1CCN(C(=O)Nc2ccc(F)cc2)CC1)c1cccc(Br)c1	i	0.069	64
Cc1noc(C)c1CCC(=O)N1CCC(c2nnc(C(C)C)o2)CC1	i	0.13	57
CCOc1ccc(CC(=O)Nc2nc3c(s2)Cc2ccccc2-3)cc1	i	0.1	60
CCOCCn1c(=O)c2c(nc3n2CC(C)CN3c2ccccc2C)n(C)c1=O (configuration not stated)	i	0.049	32
CN=C(NS(=O)(=O)c1ccc(Br)cc1)c1ccc(Cl)cc1	i	0.078	15
COCCN1CCC(CNC(=O)C(=O)NC(C)C)CC1	i	0.077	57
COc1ccc(C)cc1Nc1nc(C(=O)N2CCN(c3ccccn3)CC2)cs1	i	0.095	60
O=C(COc1ccccc1F)Nc1nnc(C2CCCCC2)o1	i	0.058	40
O=C(NCCC(c1ccccc1)c1ccccc1)C(=O)NCc1cccs1	i	0.079	74
COc1cc(OC)c(C(c2c(O)cc(C)[nH]c2=O)c2c(O)cc(C)[nH]c2=O)cc1OC	i	0.042	48
O=C(NCc1nc2ccccc2[nH]1)OCc1ccccc1	i	0.093	52
O=c1nc(SCc2cccc(C(F)(F)F)c2)c2c(n1CCO)CCC2	i	0.055	47
COc1ccc(NC(=O)c2cc3c(n(-c4ccc(Cl)cc4)c2=O)CCCC3=O)cc1	i	0.034	55
COc1cccc(NC(=O)C(=O)NCCC2CCCCN2S(=O)(=O)c2ccccc2)c1 (configuration not stated)	i	0.068	87
Cc1cc(C(=O)N2CCC(c3nnc(C)s3)CC2)c(C)o1	i	0.08	61
COc1ccc(N2CCN(S(=O)(=O)c3cccc(C)c3)CC2)cc1	i	0.082	74
CCOc1ccc(N2CC(c3nc4ccccc4n3CCOC)CC2=O)cc1 (configuration not stated)	i	0.067	59
CC(=O)Cn1c(=O)c2c(nc3n(-c4ccc(C)c(C)c4)c(-c4ccccc4)cn23)n(C)c1=O	i	0.039	36
O=C(Cc1ccc(NC(=O)C2CCCC2)cc1)NCc1cccs1	i	0.079	50
O=C(NCc1ccsc1)C(=O)Nc1ccccc1	i	0.041	33
CC(C)C(=O)Nc1ccc(SCC(=O)N2CCCCCC2)nn1	i	0.1	61
SMILES	GluA2 TARP mod	GluA2 TARP mod agonism max-min	GluA2 TARP mod glutamate slope
CCCCN(Cc1ccccc1)C(=O)c1cc2cccnc2n(Cc2ccccc2)c1=O	i	0.062	63
COc1cc(NC(=O)Oc2ccccc2)ccc1N1CCCCC1=O	i	0.08	41
Cc1ccc(-c2ccc(S(=O)(=O)Nc3ccc4c(c3)OCCO4)cc2)cc1	i	0.097	58
Cc1ccc([N+](=O)[O-])cc1NC(=O)c1ccc(=O)n(Cc2cccc(Cl)c2)c1	i	0.079	55
COc1ccccc1CNC(=O)C(=O)NC1CCCC1	i	0.085	61
Cc1cccc(NC(=O)COc2nccc(C)n2)n1	i	0.086	68
CCOc1ccc(-n2nnc3c(N4CCN(C(=O)C(CC)CC)CC4)ncnc32)cc1	i	0.062	48
COc1ccccc1N1CCN(C(CNS(=O)(=O)c2cc(F)ccc2F)c2cccnc2)CC1 (configuration not stated)	i	0.11	61
CC1CCN(C(=O)C(=O)Nc2c3c(nn2-c2ccc(F)cc2)CSC3)CC1	i	0.027	44
Cc1cccc(S(=O)(=O)NCc2ccsc2)c1	i	0.027	32
O=C(CS(=O)(=O)c1ccccc1)Nc1ccc2scnc2c1	i	0.049	42
CCOC(=O)Cn1c(=O)c2c(nc3n(-c4ccccc4OCC)c(C)c(C)n23)n(C)c1=O	i	0.073	81
C=CCNC(=O)C(=O)N1CCN(c2cccc(Cl)c2)CC1	i	0.11	56
O=C(NCCC1=CCCCC1)C(=O)NCC1CCN(C(=O)c2ccccc2F)CC1	i	0.089	60
Cn1c(=O)[nH]c(=O)c2c1nc(N1CCC(Cc3ccccc3)CC1)n2CC(=O)O	i	0.058	43
COc1ccc(C(=O)N2CCN(c3nccn3-c3ccc(C)cc3)CC2)c(OC)c1	i	0.07	22
Cc1cccc(CC(=O)NCC2CCN(C(C)C)CC2)c1	i	0.063	50
Cc1noc(Cn2c(=O)c3ccccc3n(CC(=O)Nc3cccc(C)c3C)c2=O)n1	i	0.087	40
COc1ccc(NC(=O)/C(C#N)=C/N2CCN(c3ccccc3)CC2)cc1	i	0.13	71
O=C(c1ccccc1F)N1CCCC(c2nnc(Cc3ccc(F)cc3)o2)C1 (configuration not stated)	i	0.078	37
Cc1ccc(Cn2ncc3c(N4CCN(c5ccccc5C)CC4)ncnc32)cc1	i	0.12	60
Cc1nc2c(c(=O)c3ccccc3n2C)c(=O)n1-c1ccc(F)cc1	i	0.24	87
COc1ccc(S(=O)(=O)NCCS(=O)(=O)N2CCN(c3ccccc3)CC2)cc1	i	0.09	63
O=C(NC1CCCC(O)C1)c1ccccc1Br (configuration not stated)	i	0.14	83
CC(=O)Nc1cccc(NC(=O)CSc2ccc(NC(=O)c3ccccc3)nn2)c1	i	0.043	44
SMILES	GluA2 TARP mod	GluA2 TARP mod agonism max-min	GluA2 TARP mod glutamate slope
Cn1nc(NC(=O)c2ccco2)c2c1NC(=O)CC2c1ccccc1 (configuration not stated)	i	0.12	60
COc1cccc(S(=O)(=O)Nc2ccc(Nc3cc(-n4ccnc4)ncn3)cc2)c1	i	0.12	50
Cc1cc(O)c(C(c2ccccc2)c2c(O)cc(C)[nH]c2=O)c(=O)[nH]1	i	0.047	54
O=C(NCCn1ncc2c(N3CCCC3)ncnc21)c1ccc(S(=O)(=O)N2CCCC2)cc1	i	0.16	71
COc1ccc(COc2ccc3c(=O)c(-c4ccc(OC)c(OC)c4)c(C)oc3c2)cc1	i	0.033	61
O=C(Nc1cc(-c2cccs2)nn1CCO)c1ccc2nsnc2c1	i	0.17	64
COc1ccc2nc(N(CC3CCCO3)C(=O)c3cc(C)no3)sc2c1 (configuration not stated)	i	0.038	24
CCC(NCC(O)CN(c1c(C)cc(C)cc1C)S(C)(=O)=O)C(=O)O (configuration not stated)	i	0.091	63
CS(=O)(=O)N1CCCC(C(=O)N2CCN(c3ccccc3)CC2)C1 (configuration not stated)	i	0.076	37
CN1CCOc2ccc(NS(=O)(=O)c3ccc4ccccc4c3)cc2C1=O	i	0.082	14
CC(=O)Nc1ccc(C(=O)NCCNC(=O)Cn2cnc(C)cc2=O)cc1	i	0.09	63
CN(C)c1oc(-c2ccc(S(=O)(=O)N(C)Cc3ccccc3)cc2)nc1C#N	i	0.13	61
O=C(NCC(O)c1ccsc1)c1ccc2c(c1)OCO2 (configuration not stated)	i	0.083	63
COc1cccc(C(=O)Nn2cnc3c(cnn3C(C)(C)C)c2=O)c1OC	i	0.026	30
CN(C)C(CNS(=O)(=O)c1ccc(Br)cc1)c1ccccc1 (configuration not stated)	i	0.067	75
O=C(Nc1nc(CC(=O)N2CCN(c3ccccc3)CC2)cs1)c1ccc(=O)[nH]c1	i	0.028	36
CC1(C)N=C(SCC(=O)Nc2ccc(F)cc2F)C(c2ccccc2)=N1	i	0.21	59
CCSc1ccccc1C(=O)Nc1c2c(nn1CC(=O)NCCOC)CSC2	i	0.088	65
CC(=O)c1cccc(NC(=O)CSc2nc(=O)n(N3CCN(C)CC3)c3c2CCCC3)c1	i	0.13	66
COc1ccc(C(=O)NCCOc2ccc3nnc(-c4ccc(OC)c(OC)c4)n3n2)cc1	i	0.13	38
CCS(=O)(=O)N1CCN(c2ccc(N(C)C)nn2)CC1	i	0.19	61
COc1ccc(-c2cc(=O)n(CC(=O)N3CCCCC3)cn2)cc1	i	0.076	38
CC12CC(NC(=O)N1c1cccc(C(=O)NCc3ccco3)c1)c1ccccc1O2 (configuration not stated)	i	0.12	58
CC1CCc2c(sc(NC(=O)c3ccc(S(=O)(=O)N(C)Cc4ccco4)cc3)c2C(N)=O)C1 (configuration not stated)	i	0.055	65
Cc1nnc2ccc(-c3cccc(NC(=O)CC4CCCCC4)c3)nn12	i	0.067	52
SMILES	GluA2 TARP mod	GluA2 TARP mod agonism max-min	GluA2 TARP mod glutamate slope
COc1cccc(CCNC(=O)Cc2csc(NC(=O)c3ccc[nH]c3=O)n2)c1	i	0.069	37
OC(COc1ccccc1-c1ccccc1)CN1CCN(c2ccc(F)cc2)CC1 (configuration not stated)	i	0.1	52
COc1ccc(S(=O)(=O)NCC2CCN(Cc3ccccc3)CC2)cc1F	i	0.056	53
CC(CCc1ccccc1)NC(=O)Cc1cc(-c2ccc3c(c2)OCO3)on1 (configuration not stated)	i	0.039	38
CC(C)(C)n1nc2c(c1NC(=O)C(=O)NCc1ccco1)CSC2	i	0.041	54
COc1ccc(-c2cc3ccc4c(c3oc2=O)CN(C2CCS(=O)(=O)C2)CO4)cc1OC (configuration not stated)	i	0.083	43
O=C(c1ccco1)N1CCc2ccc(NC(=O)C3(c4cccs4)CCCC3)cc2C1	i	0.067	65
COc1ccc(Cl)cc1S(=O)(=O)Nc1cc(Cl)ccc1O	i	0.18	39

In the list so far, these have a thiophene ring, fused or not.
SMILES	GluA2 TARP mod	GluA2 TARP mod agonism max-min	GluA2 TARP mod glutamate slope
O=C(Nc1nc(-c2ccncc2)cs1)C1CCCCN1S(=O)(=O)c1cccs1 (configuration not stated)	i	0.037	78
O=C1OC2CC1N(C(=O)C1(c3cccs3)CCCC1)C2 (configuration not stated)	i	0.15	55
CN(C1CCCC1)S(=O)(=O)c1ccc(C(=O)Nc2nc(-c3cc([N+](=O)[O-])cs3)cs2)cc1	i	0.1	36
O=C(NCCC(c1ccccc1)c1ccccc1)C(=O)NCc1cccs1	i	0.079	74
O=C(Cc1ccc(NC(=O)C2CCCC2)cc1)NCc1cccs1	i	0.079	50
O=C(NCc1ccsc1)C(=O)Nc1ccccc1	i	0.041	33
Cc1cccc(S(=O)(=O)NCc2ccsc2)c1	i	0.027	32
O=C(Nc1cc(-c2cccs2)nn1CCO)c1ccc2nsnc2c1	i	0.17	64
O=C(NCC(O)c1ccsc1)c1ccc2c(c1)OCO2 (configuration not stated)	i	0.083	63
CC1CCc2c(sc(NC(=O)c3ccc(S(=O)(=O)N(C)Cc4ccco4)cc3)c2C(N)=O)C1 (configuration not stated)	i	0.055	65
O=C(c1ccco1)N1CCc2ccc(NC(=O)C3(c4cccs4)CCCC3)cc2C1	i	0.067	65
